# High-throughput results as filed in PubChem.
# phage Ecoli inh = growth loss of phage-infected E. coli, primary screen, RecBCD inhibitor project, absorbance, with phage, HTS | inhibition, % at 11.9 µM | 360,000 tested, 0.26% active | AID 651602, 2012; in the data active = inhibition above about 11%
# AddAB inh = growth inhibition of E. coli expressing H. pylori AddAB, primary screen, AddAB inhibitor project, absorbance | inhibition, % at 11.9 µM | 330,000 tested, 0.29% active | AID 435030, 2010; in the data active = inhibition above about 12%;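 also: 0% = vehicle wells of infected cells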
# CAL PDZ FP = CAL PDZ peptide-binding inhibitors, primary screen, biochemical, fluorescence polarization, Cer-tagged CAL PDZ, HTS; purified CAL PDZ, TMR-peptide fluorescence polarization, 1 h; inhibition, % at 20 µM; 330,000 tested, 0.02% active;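 active = highest replicate inhibition of at least 40%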;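 also: plate controls were DMSO neutral control wells for no effect and unlabeled competitor peptide control wells for full effect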
#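 material = purified tagged CAL PDZ domain construct (CerCALP) | compound dosing = 20 µM, one dose | times = 1 h at RT | measured by = fluorescence polarization from S- and P-plane intensities, G-factor corrected | read-out = inhibition from polarization loss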
# Rtt109 Vps75 = inhibitors of C. albicans Rtt109/Vps75 HAT, primary screen, biochemical, ThioGlo CoA-SH fluorescence, plate reader; purified Rtt109/Vps75, 4 h; 330,000 tested, 0.16% active; Histone acetyltransferase RTT109 (Candida albicans (strain SC5314 / ATCC MYA-2876)), …; inhibition, % at 34.9 µM; AID 540336, 2011;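 active = inhibition of at least 50% in every replicate; inconclusive = best replicate reaches 50% inhibition but some replicates fall short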
# Target sequence (Q5AAJ8 whole entry, looked up): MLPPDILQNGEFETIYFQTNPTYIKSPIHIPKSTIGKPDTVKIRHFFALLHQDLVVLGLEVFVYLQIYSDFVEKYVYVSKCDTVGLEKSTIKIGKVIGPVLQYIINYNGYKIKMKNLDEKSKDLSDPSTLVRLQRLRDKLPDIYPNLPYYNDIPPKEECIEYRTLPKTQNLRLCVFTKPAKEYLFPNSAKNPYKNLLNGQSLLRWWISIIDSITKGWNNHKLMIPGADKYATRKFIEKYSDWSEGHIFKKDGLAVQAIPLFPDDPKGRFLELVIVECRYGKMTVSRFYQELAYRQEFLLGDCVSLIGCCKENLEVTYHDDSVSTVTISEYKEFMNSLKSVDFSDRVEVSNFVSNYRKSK
# PvdQ acylase = P. aeruginosa PvdQ acylase inhibitors, primary screen, biochemical, fluorescence, plate reader and imaging, single point; inhibition, % at 10 µM; PvdQ acylase [Pseudomonas aeruginosa LESB58]; purified PvdQ acylase; 340,000 tested, 0.063% active; AID 488965, 2010; in the data active = inhibition above about 30%, passing the limit was not always enough; inconclusive = no clear call, values can overlap the other calls;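 also: 0% = vehicle neutral wells and 100% = reference inhibitor wells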
# E coli growth = E. coli V3065 growth inhibition, primary screen, counter-screen for AddAB inhibitor project, absorbance, OD600 | 18 h | inhibition, % at 11.9 µM | 330,000 tested, 0.27% active;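 active = inhibition above the campaign's mean inhibition across all tested compounds plus 3 SD, cut at about 9.9% in these data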;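 also: uninfected addAB+ strain grown without phage in ampicillin broth; 0% = DMSO wells and 100% = ciprofloxacin 0.95 µg/ml wells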
# DAGLB inh = DAGLB lipase inhibitors, primary screen, biochemical, fluorescence, HTS. inhibition, % at 5.17 µM. 340,000 tested, 0.059% active. HEK293T DAGLB membrane lysate, EnzChek fluorogenic substrate; in the data active = inhibition above about 34%;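 also: 0% = enzyme with vehicle and 100% = wells lacking enzyme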
# Target sequence (Q8NCG7 whole entry, looked up): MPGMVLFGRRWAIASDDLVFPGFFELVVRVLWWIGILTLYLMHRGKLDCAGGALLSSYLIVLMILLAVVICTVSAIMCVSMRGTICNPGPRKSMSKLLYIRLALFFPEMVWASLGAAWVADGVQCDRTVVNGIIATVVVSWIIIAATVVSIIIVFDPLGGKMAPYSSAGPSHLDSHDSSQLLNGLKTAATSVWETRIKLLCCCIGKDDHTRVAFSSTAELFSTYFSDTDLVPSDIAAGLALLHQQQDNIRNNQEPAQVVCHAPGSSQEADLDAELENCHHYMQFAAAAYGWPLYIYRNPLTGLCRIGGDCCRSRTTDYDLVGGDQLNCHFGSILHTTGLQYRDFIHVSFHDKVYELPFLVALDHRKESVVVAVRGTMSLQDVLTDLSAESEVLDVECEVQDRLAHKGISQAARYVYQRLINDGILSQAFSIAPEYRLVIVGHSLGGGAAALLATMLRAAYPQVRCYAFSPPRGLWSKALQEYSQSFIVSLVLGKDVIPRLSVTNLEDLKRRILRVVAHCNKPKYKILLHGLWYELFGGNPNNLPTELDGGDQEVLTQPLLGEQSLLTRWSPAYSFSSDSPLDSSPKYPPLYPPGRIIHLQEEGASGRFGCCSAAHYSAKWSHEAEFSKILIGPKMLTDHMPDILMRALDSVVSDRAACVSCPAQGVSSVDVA
# Wnt bcat act = Wnt/beta-catenin pathway activators, primary screen, cell-based, plate reader, single point. Wnt/beta-catenin reporter cell assay, activator. activation, % at 9.35 µM. 300,000 tested, 1.2% active; in the data active = activation above about 30%, passing the limit was not always enough; inconclusive = no clear call, values can overlap the other calls;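 also: 0% = neutral control wells and 100% = positive control wells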
# PfHsp90 yeast 2 = growth inhibition of PfHsp90-expressing yeast, primary screen, antimalarial PfHsp90 inhibitor project, S. cerevisiae, BacTiter-Glo luminescence, single point, set 2; BacTiter-Glo ATP, 48 h; yeast lacking PDR1 and PDR3 efflux regulators; inhibition, % at 9.4 µM; 310,000 tested, 0.32% active; AID 504621, 2011;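 active = every replicate shows inhibition above about 80%, whatever the replicate mean, limit read from the data; inconclusive = mean inhibition reaches the set limit but some replicate falls short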;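 also: 0% = DMSO neutral controls and 100% = 20 µM radicicol positive controls; yeast relying on Plasmodium falciparum Hsp90 in place of its own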
# Tat export inh = E. coli Tat export inhibitors, primary screen, MC4100, TorA-mCherry reporter, fluorescence, single point; AID 488895, 2010; 340,000 tested, 0.036% active; inhibition, % at 10 µM;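 active = mean replicate inhibition at least 50% and at least half of replicates individually reaching 50%; inconclusive = only one of the two criteria met; inactive = neither criterion met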;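 also: exported cargo escapes ClpAP degradation while cytoplasmic cargo is degraded and loses fluorescence; 0% = median of neutral control wells and 100% = median of NaSCN control wells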
# Starred values were filed as active, the others as inactive; ? = inconclusive; . = not tested or not shown.
compound	DAGLB inh	PfHsp90 yeast 2	CAL PDZ FP	Wnt bcat act	AddAB inh	Rtt109 Vps75	PvdQ acylase	E coli growth	phage Ecoli inh	Tat export inh
COc1ccc(C(=O)OCC(=O)c2ccc3c(c2)NC(=O)CO3)cc1OC	1	-9	-0.6	-2	3.0	-8	-14	2.2	0.1	0
CCN(CC)S(=O)(=O)c1cccc(C(=O)NCC(c2ccccc2)N(C)C)c1 (stereo unspecified)	0	107*	-0.1	1	1.0	.	1	0.1	1.9	-5
COc1ccccc1C(=O)NCCC(=O)NCC(c1ccco1)N1CCCC1 (stereo unspecified)	-2	-29	0.4	-1	0.8	9	3	2.8	-0.6	-12
CC(C)(C)NC(=O)NC(=O)CSc1nncs1	-3	-4	-1.9	-1	1.4	14	7	3.0	2.7	-1
O=C(Cn1ncc2c3ccccc3n(Cc3ccc(Cl)cc3)c2c1=O)NCCCN1CCCC1=O	-3	-16	-4.3	23	0.0	5	0	-1.8	-2.1	-6
COc1cc(C(=O)Nc2sc(C)c(C)c2C(=O)O)cc(OC)c1OC	-4	-19	-2.8	-2	-2.6	4	11	1.6	2.2	-13
O=C(Nc1nc2ccccc2n1Cc1ccccc1)c1ccco1	-1	-51	-0.1	-6	-1.1	-15	-5	-5.8	-0.4	3
COc1cc(NC(=O)c2ccc3c(SCC(=O)O)c4c(nc3c2)CCC4)cc(OC)c1OC	-2	-25	-3.9	-1	2.5	3	12	0.9	1.3	-6
COc1cccc(/C=N/Nc2ccc(C(=O)O)cc2)c1O	2	30	-1.3	-23	0.9	15	3	-0.5	2.7	-3
O=C(Nc1ccc2c(c1)OCO2)C1CCN(C(=O)c2ccc(Cl)cc2)CC1	-1	-27	-5.9	0	4.1	0	-12	1.2	2.1	-6
CCOC(=O)c1ccc(NC(=O)NCc2ccncc2)cc1	2	-21	-1.5	-3	-4.3	-4	-7	-3.2	-2.5	-1
CCN(CC)C(=O)CSc1nnc(-c2ccco2)n1Cc1ccco1	-1	.	-0.8	.	0.8	11	-10	-0.2	-0.1	2
O=C(NC(=S)Nc1ccc(N2CCOCC2)cc1)c1cccs1	-1	15	-2.7	-1	-1.0	8	5	-0.5	1.8	1
CC1(c2cccc(Br)c2)NC(=O)N(CC(=O)Nc2ccc3c(c2)OCCO3)C1=O (stereo unspecified)	0	-2	0.4	-2	-0.5	1	-5	0.1	-0.8	11
CCCN(CC1CC1)C(=O)CSc1ncnc2sc(C)c(C)c12	-8	.	-0.8	.	0.1	8	-10	0.8	2.4	4
CCC(=O)NCCNC(=O)c1c(SC)nsc1SC	1	5	-0.7	.	1.8	8	-11	2.7	3.0	-3
CCOC(=O)C1(Cc2ccc(OC)cc2)CCN(C(=O)Cc2cccnc2)CC1	-3	-20	-0.9	8	-0.2	-5	-5	0.9	2.8	3
CC1=CC2=NC(=O)CC(C)(C(=O)N(CC(=O)NC3CCCC3)c3ccccc3C)N2C=C1 (stereo unspecified)	2	-26	1.3	3	0.0	7	-4	-0.9	2.2	-2
O=C(Nc1ccc(S(=O)(=O)Nc2ccccn2)cc1)c1cccc([N+](=O)[O-])c1	1	1	-0.4	-6	-2.5	-8	-16	-1.2	1.3	5
CCN(CC)S(=O)(=O)c1ccc(N=N/C(C(C)=O)=C(/C)O)cc1	-3	10	0.7	.	0.5	2	0	-1.0	3.0	-8
Cc1ccc(C(=O)OCC(=O)N2CCCCCC2)c(O)c1	-4	18	-0.6	-2	-0.8	4	10	-0.7	2.2	18
CC(NC(=O)c1ccc(F)cc1F)C1CC2CCC1C2 (stereo unspecified)	-7	10	-2.0	0	7.5	12	15	3.1	2.0	-5
Cc1ccc(-c2nnc(Nc3ccccc3)c3ccccc23)cc1S(=O)(=O)NCC1CCCO1 (stereo unspecified)	4	.	-0.5	.	-1.6	-6	-5	-1.1	2.3	9
COC(=O)[C@H](C)NC(=O)/C=C/c1ccc(OC)cc1	0	-3	-1.7	3	-2.1	.	-14	0.3	2.6	-1
CNc1ccccc1C(=O)OCC(C)=O	2	-18	-1.8	.	1.6	2	-9	1.5	.	14
Cc1ccccc1C(=O)N1CCN(c2ccc(NC(=S)NC(=O)c3cccs3)cc2)CC1	-3	24	1.0	-3	0.1	5	2	-0.9	-2.0	?
CN(C)CCNC(=O)CNC(=S)N(Cc1ccccc1)Cc1ccccc1F	-2	-46	-0.1	3	4.3	0	-19	-0.8	2.5	-4
O=C(NCCCN1CCCC1=O)c1cccc(S(=O)(=O)Nc2ccc(F)cc2)c1	-2	8	-0.7	-1	1.9	-1	4	-0.2	1.1	-10
C=CCNC(=S)NNc1nc2c(c(=O)[nH]1)C1(CCCC1)Cc1ccccc1-2	1	2	-2.8	52*	0.2	.	-9	-2.5	-0.3	9
Cc1cc(NC(=O)CSc2nc3ccccc3s2)no1	-3	-22	-0.2	.	3.4	3	-21	2.2	1.6	-6
COc1cccc(-c2nc(C(=O)NCCCN3CCOCC3)cc3c2[nH]c2ccccc23)c1	1	-4	-16	-2	2.0	14	-5	-4.0	2.3	5
S=C1NCN(Cc2ccco2)CN1c1ccccc1	2	-10	-0.4	5	2.2	-4	-10	-1.0	1.8	2
COc1cccc(NC(=O)c2ccccc2F)c1	1	16	-1.3	?	2.9	3	-21	-0.8	2.4	-2
COc1ccc(-c2noc(CCC(=O)NCCN3CCN(c4ccccc4F)CC3)n2)cc1	-1	.	0.9	.	1.4	-11	-5	-0.2	1.8	5
COc1ccc(OC)c(/C=C2\Oc3cc(OCC(=O)N4CCC[C@H]4C(=O)O)ccc3C2=O)c1	1	11	0.3	.	2.0	-11	-15	2.7	.	12
Cc1nn(CC(=O)Nc2c(C)n(C)n(-c3ccccc3)c2=O)c(C)c1[N+](=O)[O-]	0	9	-1.6	0	-2.1	7	-15	-2.4	2.1	5
COc1ccc(NC(=O)CSc2nc3ncccc3[nH]2)cc1OC	3	11	-5.0	.	13*	5	-23	3.3	5.5	-9
COc1cnn(-c2ccccc2)c(=O)c1OC	-1	13	0.2	50*	4.8	21	14	1.0	0.1	-7
O=C(CSc1ccc2nnc(-c3ccccn3)n2n1)Nc1ccccc1C(F)(F)F	-2	24	-2.4	1	0.4	6	13	-1.2	0.9	-8
O=C(NC(=S)Nc1ccccc1Cl)c1cnn2c(C(F)(F)F)cc(C(F)(F)F)nc12	.	.	.	0	1.8	.	.	-0.3	3.5	.
Cc1nc2ccc(NC(=O)CSc3ccccc3)cc2s1	-3	-213	-1.3	50*	4.0	11	7	0.8	2.9	4
CCOc1ncccc1C(=O)OCC(=O)Nc1ccc2c(c1)OCCO2	-5	25	-0.1	4	1.3	5	-17	0.5	-2.4	4
O=S(=O)(Nc1ccc2c(c1)OCCO2)c1cccs1	-1	7	-0.6	-2	0.9	2	-23	1.4	3.4	-2
O=P(CCc1ccccc1)(c1ccccc1)c1ccccc1	2	-1	-0.3	0	.	-2	6	.	1.9	-3
COC(=O)[C@@]12CCCN1[C@H](c1ccc(-c3cccc(Cl)c3)c(OC)c1)[C@H]1C(=O)N(C)C(=O)[C@H]12	0	-2	-1.9	-7	4.9	7	-8	-3.3	-0.2	0
O=C(C1CCN(c2ncnc3c2sc2cccc(F)c23)CC1)N1CCOCC1	-3	16	-1.0	-3	0.9	-4	-4	-0.2	2.2	-2
CC(=O)Oc1cc2c(C(=O)NCc3ccncc3)c(C)oc2c2ccccc12	1	-43	-2.8	5	0.6	-9	-14	1.0	1.6	5
O=C(Oc1ccc(-c2csnn2)cc1)c1cccs1	-4	-23	-0.5	-1	5.2	6	-1	1.0	1.7	-2
O=C(Nc1cc([N+](=O)[O-])ccc1O)c1cccc(NC(=O)c2ccco2)c1	4	-15	-0.6	0	2.5	-3	-4	1.6	1.3	-3
O=C(c1cc(Cl)c(=O)n(Cc2ccccc2)c1)N1CCOCC1	-2	.	-0.8	.	2.5	-11	-14	1.0	0.9	-7

# Later entries.
compound	DAGLB inh	PfHsp90 yeast 2	CAL PDZ FP	Wnt bcat act	AddAB inh	Rtt109 Vps75	PvdQ acylase	E coli growth	phage Ecoli inh	Tat export inh
CC(CCc1ccccc1)NC(=O)C(=O)NCCc1ccccc1 (stereo unspecified)	0	32	-0.9	0	1.4	-3	-12	2.9	1.5	-3
Cc1cc(C)c(S(=O)(=O)N2CC=C(c3ccccc3)CC2)c(C)c1	-13	-21	-3.9	1	0.0	-3	-9	1.1	1.6	5
CC(C)n1c(=O)[nH]c2cc(C(=O)Nc3ccccc3)ccc21	1	19	-0.9	1	-0.3	1	-22	-1.5	4.9	-10
O=C(Nc1cccc(F)c1)c1ccc(S(=O)(=O)N2CCOCC2)cc1	-1	-4	-0.4	0	-0.3	6	1	1.7	1.3	-2
O=C(NNC(=O)c1cc(O)c(O)c(O)c1)NC1CCCCC1	2	4	-0.2	.	2.1	0	-14	0.6	1.6	-3
C=CC(COCc1ccccc1)N(Cc1ccc(OC)cc1)S(=O)(=O)c1ccccc1Br (stereo unspecified)	-16	.	0.3	-2	3.6	12	2	-1.1	1.7	8
O=C(O)C1C2CCC(C2)C1C(=O)Nc1ccccc1 (stereo unspecified)	2	-10	-0.5	5	0.3	2	-17	-0.8	0.0	4
O=C(COc1ccccc1)NCC(=O)N/N=C/c1ccccc1	-3	-9	-0.7	-1	6.2	5	-7	-1.1	2.1	-4
COc1c(/C=N/NC(N)=S)c(C)nn1-c1ccccc1	-2	-4	-3.7	-8	-1.2	.	-5	-2.4	0.9	-7
COc1ccc(N2CCN(c3oc(Cc4ccccc4)nc3C#N)CC2)cc1	-2	.	-1.1	.	3.2	.	-13	4.4	5.0	9
CCCOc1ccc(C(C)=O)cc1CC(C(=O)OCC)C(=O)OCC	-7	.	.	-1	-0.2	-4	-4	1.6	1.2	3
CCCS(=O)(=O)C/C(N)=N/OC(=O)c1ccc(Cl)cc1	.	16	-0.4	1	0.7	-5	-7	1.5	-0.9	-3
O=[N+]([O-])c1cc([N+](=O)[O-])c(Oc2c(F)cc(F)cc2F)cc1NN1CCCCC1	-3	-3	-0.3	-4	2.1	8	17	-0.8	3.4	-16
COCCN1C(=O)N[C@@H](c2cccc(F)c2)C(C(C)=O)=C1C	1	16	-0.2	-4	-1.8	8	-9	-1.6	2.7	0
CCCNC(=O)C(Cc1cccc(OC)c1)NC(=O)c1ccc(C(C)(C)C)cc1 (stereo unspecified)	-7	3	0.1	-5	1.0	-5	-19	-1.8	2.7	7
COc1ccc(NC(=O)C(=O)N/N=C/c2cc(C)n(-c3cccc(Cl)c3Cl)c2C)c(OC)c1	-3	18	-1.6	-3	-1.3	3	0	0.9	0.3	2
